Assay outcomes as filed in PubChem.
MLL CXXC-DNA inh: MLL CXXC-DNA interaction inhibition. Q03164. MLL-CXXC / FITC-HOXA9 DNA fluorescence polarization. Potency, µM (doses to about 115 µM), inactives show top-dose activity change, negative = inhibition, hits mostly inhibitors. 290,000 compounds, 0.037% hits; active means well fitted inhibition curve with a large enough effect in the polarisation, with a control signal flat, not every such curve was filed as active; inconclusive means small, poorly fitted or top-dose-only effect, or effect the other way, or a change in a side signal; inactive means no such curve, though single readings can be large or run the other way; the % refers to the polarisation
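Steps: dispense CXXC domain solution (7 uM) → pin compounds or unlabeled HOX-A9 DNA control → 5 min ambient → add FLSN-HOX-A9 solution (50 nM) → spin → 30 min ambient → fluorescence polarization. Tris pH 7.5/NaCl/DTT/BSA buffer.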
VP16 counter: inhibits Gal4-VP16 luciferase reporter, ROR gamma counter-screen. Drosophila S2 Gal4-VP16 UAS-luciferase, luminescence, 20 h. Potency, µM (doses to about 53.6 µM), inactives show at the highest dose activity, negative = inhibition, usual class: inhibitors. 310,000 compounds, 3.5% hits. AID 2546;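 further: Gal4-VP16 expression switched on by copper sulfate through the metallothionein promoter; on the % scale 0 is the no-effect control and ±100 the full control effect; nearly all actives have a fitted effect of over 50% in size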
p53 reactivator: restores transcriptional activity of mutant p53 | H1299 p53-A138V BP100-luciferase reporter, luminescence, 24 h | AID 504706 | 320,000 compounds, 0.063% hits | Potency, µM (highest dose often 92.2 µM), without a hit: top-dose activity change, positive = activation, most hits filed as activators; further: % of control where 0% means no effect; nearly all actives have a fitted effect of over 45% in size
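p53-null H1299 cells stably carrying temperature-sensitive p53-A138V and a BP100-luciferase reporter were pinned with compounds (4-point, 1:5 series) and held 24 hrs at 37 deg C. Luminescence was read 10 min after detection reagent.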
FLuc modulator: counter-screen for miR-21 project: firefly luciferase inhibitors or activators. 360,000 compounds, 6.9% hits. purified FLuc, Km substrates, luminescence inhibition. Potency, µM (doses to about 57.5 µM), inactives show at the highest dose activity change, negative = inhibition, actives largely listed as inhibitors. P08659. AID 588342;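 further: plate controls were vehicle for no effect and reference inhibitor for full effect; nearly all actives have a fitted effect of over 55% in size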
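Purified P. pyralis luciferase, 10 nM final, with Km-level 10 uM D-luciferin and 10 uM ATP in 50 mM Tris acetate pH 7.5, 10 mM Mg acetate, 0.01% Tween-20, 0.05% BSA; 6-point qHTS titration about 60 µM downward; luminescence read.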
MBNL1 CUG block: MBNL1-poly(CUG) RNA binding inhibition | TR-FRET MBNL1-His/biotin-(CUG)12 binding, 665/545 ratio | Potency, µM (top dose mostly 57.5 µM), for the others: at the highest dose activity change, negative = inhibition, usual class: inhibitors | 280,000 compounds, 0.036% hits; active means well fitted inhibition curve with a large enough effect in the signal ratio, with a control signal flat, not every such curve was filed as active; inconclusive means small, poorly fitted or top-dose-only effect, or effect the other way, or a change in a side signal; inactive means no such curve, though single readings can be large or run the other way; the % refers to the signal ratio; further: on the % scale 0 is the no-effect control and ±100 the full control effect
Target sequence (Q9NR56 whole entry, looked up): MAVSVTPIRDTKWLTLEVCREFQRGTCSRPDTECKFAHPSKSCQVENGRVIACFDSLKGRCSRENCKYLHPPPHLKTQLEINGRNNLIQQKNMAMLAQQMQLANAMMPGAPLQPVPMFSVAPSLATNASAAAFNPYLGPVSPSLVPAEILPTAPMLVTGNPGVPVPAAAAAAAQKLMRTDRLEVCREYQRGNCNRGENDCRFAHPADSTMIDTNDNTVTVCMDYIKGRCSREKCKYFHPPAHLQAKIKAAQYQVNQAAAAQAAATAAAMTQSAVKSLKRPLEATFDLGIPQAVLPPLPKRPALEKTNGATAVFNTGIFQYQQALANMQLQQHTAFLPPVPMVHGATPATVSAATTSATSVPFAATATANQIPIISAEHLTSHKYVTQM
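TR-FRET between His-tagged MBNL1 and biotin-(CUG)12 RNA, detected with Tb anti-His antibody (0.055 ng/ul) and streptavidin-XL665 (5 nM), 60 min at room temperature. Compounds titrated 92 nM to 58 uM; 665/545 nm ratio normalized to buffer and complex controls.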
BRCA1 expr up: BRCA1 expression activation. 380,000 compounds, 1.1% hits. MCF7-BRCA1-FFLuc reporter, luminescence, 48 h; response scale: scaled: vehicle 0%, 10 µM genistein 100%. AID 624202. Potency, µM (top dose mostly 46.1 µM), for inactives: top-dose activation, usual class: activators; further: nearly all actives have a fitted effect of over 80% in size; some results filed as inactive show a strong effect at the top dose
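Using MCF7 cells harboring a BRCA1 firefly luciferase reporter, plated 2 h before compound pinning, the screen measured luminescence after 48 h incubation. Responses were normalized to DMSO and 10 microM genistein, then fitted for concentration-effect.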
NPC1 prom act: NPC1 promoter activation; AID 485313; Huh7 NPC1 promoter luciferase reporter, 24 h; Potency, µM (titrated, usually from 9.22 µM), without a hit: top-dose activation, hits mostly activators; 320,000 compounds, 2.4% hits;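 further: % of control where 0% means no effect; nearly all actives have a fitted effect of over 60% in size; reporter is driven by a mutant NPC1 promoter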
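Compounds in DMSO were transferred onto Huh7 NPC1-luciferase reporter cells pre-incubated 2 h; after 24 h at 37 °C, Amplite reagent was dispensed and luminescence recorded 10 min later.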
ELG1 genotoxic: inducers of genotoxicity in HEK293T ELG1-luciferase cells. Potency, µM (highest dose often 46 µM), inactives show at the top dose activity change, positive = activation, actives largely listed as activators. 330,000 compounds, 1.3% hits. AID 504466. HEK293T ELG1-luciferase reporter, luminescence, 16 h; further: % of control where 0% means no effect; nearly all actives have a fitted effect of over 60% in size
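Genotoxic stress is detected as increased luminescence from luciferase-tagged ELG1 in HEK293T cells, measured with ONE-Glo after a 16 hr treatment at 37 °C.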
Rab9 prom act: Rab9 promoter activation. 320,000 compounds, 2.8% hits. Potency, µM (doses to about 9.22 µM), for inactives: at the highest dose activation, negative = inhibition, actives largely listed as activators. Huh7 Rab9 promoter-luciferase reporter, luminescence, 24 h. AID 485297; further: % of control where 0% means no effect; nearly all actives have a fitted effect of over 60% in size
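Huh7 reporter line, Rab9 promoter upstream of luciferase. Compound exposure 24 h at 37 °C in reduced-serum medium with 10% FBS. Read-out: luminescence.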
uPA generation: cell surface uPA generation inhibition; cell surface uPA generation assay, qHTS; Potency, µM (titrated, usually from 38.3 µM), for the others: top-dose activity change, negative = inhibition, usual class: inhibitors; 330,000 compounds, 0.31% hits; active means well fitted inhibition curve with a large enough effect; inconclusive means small, poorly fitted or top-dose-only effect; inactive means no such curve, though single readings can be large or run the other way; tested in mouse RAW 264.7 cells; further: on the % scale 0 is the no-effect control and ±100 the full control effect; nearly all actives have a fitted effect of over 55% in size
RORg inh: blocks mouse ROR gamma transcriptional activity; P51450; Drosophila S2 Gal4-RORgamma UAS-luciferase reporter, 20 h; Potency, µM (series often up to 53.6 µM), for inactives: at the top dose activity change, negative = inhibition, actives largely listed as inhibitors; 310,000 compounds, 5.4% hits; AID 2551; further: on the % scale 0 is the no-effect control and ±100 the full control effect; nearly all actives have a fitted effect of over 60% in size
Target sequence (P51450 whole entry, looked up, the tested form may be a part): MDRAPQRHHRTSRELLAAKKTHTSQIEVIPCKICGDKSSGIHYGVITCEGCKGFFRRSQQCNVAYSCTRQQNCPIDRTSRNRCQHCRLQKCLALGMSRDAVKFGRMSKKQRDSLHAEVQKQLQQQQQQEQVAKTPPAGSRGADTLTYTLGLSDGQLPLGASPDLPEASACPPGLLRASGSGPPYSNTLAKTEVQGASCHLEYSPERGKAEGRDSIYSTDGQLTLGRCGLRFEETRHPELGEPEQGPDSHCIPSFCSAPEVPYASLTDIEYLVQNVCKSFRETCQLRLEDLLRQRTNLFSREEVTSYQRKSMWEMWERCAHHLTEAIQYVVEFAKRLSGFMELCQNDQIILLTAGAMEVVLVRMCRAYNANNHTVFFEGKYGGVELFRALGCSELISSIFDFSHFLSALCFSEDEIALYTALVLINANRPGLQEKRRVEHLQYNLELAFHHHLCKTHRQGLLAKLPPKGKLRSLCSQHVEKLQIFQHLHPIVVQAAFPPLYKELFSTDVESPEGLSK
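Luciferase reporter read in Schneider cells carrying Gal4-RORγ (mouse) and UAS-Photinus luciferase; cells given compound 1 h before 700 uM copper sulfate induction, then incubated 20 h at ambient temperature.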
An asterisk follows results filed as active; ? = inconclusive; . = no result given; [ ] = remark or other dose. Unless noted, the call rests on the fitted dose curve; in most records, active means well fitted curve in the direction sought with a large enough effect; inconclusive means small, poorly fitted or top-dose-only effect, or another doubt; inactive means no such curve, though single readings can be large; an effect the other way counts as inactive or inconclusive. Potency means the concentration at half of the fitted maximal effect.

Results follow in this order: Rab9 prom act, p53 reactivator, MBNL1 CUG block, FLuc modulator, MLL CXXC-DNA inh, ELG1 genotoxic, VP16 counter, NPC1 prom act, RORg inh, uPA generation, BRCA1 expr up
O=C(O)c1ccc(/C=N/NC(=O)c2ccc(Br)cc2)cc1
 : -1.3%, -2.1%, ?, 15.1µM*, 14.8%, -0.9%, -3.1%, 0.2%, -14.5%, -1.6%, -4.0%
Cc1cccc(C(=O)Nc2ccc(C(=O)N/N=C/c3ccc(C)o3)cc2)c1
 : -3.7%, -2.2%, ?, ?, -8.0%, -12.2%, 2.5%, 1.5%, 0.0%, -0.1%, -1.9%
Cc1ccc(S(=O)(=O)N2CCC(C(=O)OCC(=O)NCCc3ccccc3)CC2)cc1C
 : 0.6%, 15.2%, ., 9.0%, ., -0.3%, ., -5.6%, ., 12.2%, 0.8%
O=C(CCN1CCN(CCO)CC1)Nc1cccc(Br)c1
 : -1.8%, -3.4%, -13.1%, 3.6%, -4.9%, -2.3%, 14.4%, 0.1%, -20.0%, -0.5%, -7.6%
O=C(NCc1cccnc1)c1ccc(COc2ccccc2Cl)o1
 : -1.0%, 2.4%, -8.8%, -0.6%, -2.3%, 0.1%, -0.9%, -2.7%, -0.9%, ?, -3.3%
CCCc1nc2ccc(NC(C)=O)cc2c(=O)n1Cc1ccc(Cl)cc1
 : ?, 16.4%, -4.4%, ?, -4.8%, ?, -1.3%, 3.55µM*, ?, -2.6%, ?
CC(C)c1ccccc1OCC(=O)Nc1cc(S(=O)(=O)N2CCOCC2)ccc1N1CCCC1
 : -5.0%, 1.9%, ., -0.8%, ., -33.0%[inhibitor], ., -3.2%, ., 5.7%, -41.4%
CCOc1ccc(OCc2ccc(C(=O)NCc3cccnc3)o2)cc1
 : 19.6%, -3.6%, -6.9%, -8.2%, 0.5%, 0.7%, 11.7%, 19.7%, ?, -13.6%, 11.2µM*
O=C(Nc1ccc(N2CCN(C(=O)c3ccco3)CC2)c(Cl)c1)c1c(F)c(F)c(F)c(F)c1F
 : -16.7%, -17.0%, 7.9%, 2.5%, 9.1%, -2.5%, ?, -4.0%, -24.2%, -11.7%, -45.3%
CCn1nc(C)cc1C(=O)N1CCCC(N2CCN(Cc3ccc4c(c3)OCO4)CC2)C1 (configuration not stated)
 : -3.7%, 1.5%, -4.7%, 4.6%, 1.4%, -3.4%, -6.6%, -1.5%, -7.3%, -2.3%, -2.1%
Cc1cccc(NC(=O)COC(=O)CCc2ccccc2)c1C
 : 9.1%, ., -1.0%, -3.5%, 2.4%, -3.6%, -0.1%, -0.7%, -18.4%[1.91 µM], -0.9%, -14.1%
CCn1c(CNC(=O)c2ccccc2F)nnc1SCC(=O)Nc1nncs1
 : -4.6%, -2.1%, -6.0%, -0.1%, 5.5%, -0.2%, -1.8%, -0.3%, -8.0%, -3.4%, -0.8%
Cc1ccc(S(=O)(=O)CCC(=O)OCC(=O)N2CCN(S(=O)(=O)c3ccc(Cl)cc3)CC2)cc1
 : 4.6%, 10.4%, -6.9%, -2.4%, 27.4%, -0.4%, 0.2%, -4.8%, -5.1%, -5.5%, 0.2%
CC(c1ccccc1C(O)(c1ccccc1)c1ccccc1)N(C)C (configuration not stated)
 : -1.8%, -3.1%, ., 3.2%, 6.2%, -5.5%, -12.9%, -2.8%, ?, -15.7%, -49.8%
O=C(NNC(=O)C1CCN(S(=O)(=O)c2ccccc2)CC1)c1ccccc1O
 : 6.9%, -17.8%, 3.6%, 3.6%, -3.6%, 6.9%, -11.1%, -6.3%, -1.0%, -11.9%, -38.8%

(next part)
Results follow in this order: Rab9 prom act, p53 reactivator, MBNL1 CUG block, FLuc modulator, MLL CXXC-DNA inh, ELG1 genotoxic, VP16 counter, NPC1 prom act, RORg inh, uPA generation, BRCA1 expr up
CN(C)c1ccc(NC(=O)CSc2nc(C3CC3)nc3ccccc23)cc1
 : 7.1%, 5.7%, -2.1%, -16.8%, -2.5%, -15.4%, -14.7%, -7.1%, -13.1%, -2.5%, -24.8%
Cc1ccc(S(=O)(=O)Nc2ccc3c(c2)c2c(n3S(=O)(=O)c3ccc(C)cc3)CCCC2=O)cc1
 : -5.9%, -3.3%, -4.8%, 3.6%, 2.8%, -0.1%, ?, 1.5%, ?, -0.6%, -42.5%
Cc1ccc(S(=O)(=O)N2CCOCC2)cc1NC(=O)CN1CCN(c2ccc(O)cc2)CC1
 : -2.8%, -13.9%, ., 0.7%, 0.5%, -1.7%, 2.2%, 1.5%, 11.1%, -4.8%, -24.3%
Cc1nc(=S)c2c([nH]1)-c1ccccc1CC21CCCCC1
 : 0.4%, 1.2%, ., -0.2%, -1.6%, -4.6%, 1µM*, -0.8%, 0.199µM*, 1.5%, -23.4%
CCO[C@H]1OC(C(=O)Nc2ccccc2)=C[C@@H](C)[C@@H]1CCCO
 : -3.0%, 7.2%, -7.9%, 4.2%, -9.6%, 4.9%, -4.4%, 0.7%, -4.8%, -0.1%, 8.6%
O=C(CCc1nnc(CCCCc2ccccc2)o1)NCCCc1cccnc1
 : 2.8%, -0.2%, 1.0%, -1.0%, 5.4%, 2.5%, 2.4%, -3.2%, 13.2%, ., 5.0%
CC(NC(=O)COc1ccccc1Cl)c1ccccc1 (configuration not stated)
 : -5.5%, -1.5%, 1.8%, 3.3%, 4.0%, -6.7%, 5.4%, -0.4%, 5.2%, -3.5%, -29.1%
CCCN(C(=O)CCCSc1nc2ccccc2[nH]1)c1c(N)n(Cc2ccccc2)c(=O)[nH]c1=O
 : 6.7%, -2.6%, ., 3.8%, ., 3.0%, ., 0.7%, ., 4.1%, 18.3%
COc1ccc(C(CC(=O)NC(C)c2ccc(-c3ccccc3)cc2)NC(C)=O)cc1 (configuration not stated)
 : 2.4%, -10.3%, -1.6%, -1.4%, 8.8%, -6.2%, 8.4%, -5.7%, -5.3%, -1.5%, -51.6%
C#CCOCCOCCOCCNc1nc(N2CCOCC2)nc(N2CCN(C(=O)CCCCCCCCCCNC(=O)[C@H](CO)n3cc(CCCSC)nn3)CC2)n1
 : -1.1%, -6.8%, ., 8.9%, ., -4.1%, ., -1.4%, ., -11.3%, -1.1%
CCN1CCN(C(=O)c2cc(COc3ccc(F)cc3F)on2)[C@@H](C)C1=O
 : -8.4%, 22.2%, -8.8%, -0.3%, -0.4%, -5.4%, -23.0%, -4.3%, ?, -9.6%, -2.1%
CC12CC3CC(C)(C1)CC(C(=O)NC1=NCCS1)(C3)C2
 : -2.0%, 3.4%, -0.5%, -1.7%, -1.1%, -6.2%, 7.94µM*, 1.9%, 2.82µM*, 3.3%, -21.2%
COc1ccc(OCCCCN2CCC(C)CC2)cc1
 : -5.4%, -5.2%, -4.8%, -0.6%, ?, -2.9%, 1.8%, 1.5%, 3.6%, -2.5%, -3.7%
O=C(Nc1cc(S(=O)(=O)N2CCCCCC2)ccc1OCC(F)(F)F)C1CCC1
 : 5.0%, -3.1%, 1.7%, 3.5%, 14.3%, 23.1%, ?, -0.8%, ?, -4.7%, -18.0%
O=C(N/N=C/c1ccccc1)c1ccc2c(c1)OCO2
 : 0.398µM*, ., 2.2%, ?, 4.0%, ?, 11.2µM*, 0.562µM*, ?, ?, 0.0%
COc1ccccc1CN1C(=O)CCC1(C)C(=O)NC1CCCCCC1 (configuration not stated)
 : -3.8%, -18.7%, 4.1%, 4.4%, 4.0%, 0.1%, -1.7%, -1.0%, -15.1%, ., -28.2%
COC(=O)CSc1nnc(NC(=O)CCc2ccccc2)s1
 : -4.1%, 10.0%, 0.5%, 2.6%, 0.7%, 0.1%[9.26 µM], -9.3%, -1.8%, -29.2%, -15.2%, 24.2%

A portion of the library; the hit share may differ from the screen's.
